GAA850 FXN act – activators of GAA850 frataxin (FXN) promoter; HEK293 lucGAA850 FXN promoter luciferase reporter, 24 h; percent of 10 µM SAHA response; AID 540364; 0.56% of 360,000 active; activation, % at 6 µM;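 active = activation above the average of all compounds screened plus 3 SD, cutoff fixed separately per campaign, cut at about 7.5% in these data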;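 note: 0% = DMSO wells and 100% = 10 µM SAHA wells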
Tn6 DDE FP – DD(E)-Tn6 binding inhibition, primary FP screen; AID 720509; P02675; Fibrin DD(E) TRITC-Tn6 fluorescence polarization displacement; inhibition, % at 8.3 µM; 0.21% of 370,000 active;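 active = inhibition above a per-campaign cutoff: mean of compounds within control limits plus 3 SD, cut at about 15% in these data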;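 note: 0% = median of all compound wells on the plate and 100% = blocking peptide control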
sPLA2-III inh – Blocks human group III sPLA2 activity; Q9NZ20; 0.56% of 370,000 active; QFRET BODIPY PC-A2 liposome hydrolysis, fluorescence; AID 743126; inhibition, % at 12.2 µM;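 active = inhibition above mean plus 3 SD of compounds lying within the high and low control bounds, cut at about 19% in these data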;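 note: 0% = median of test compound wells and 100% = no enzyme DMSO wells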
GC-B act – GC-B (human) receptor activation; P20594; HEK293-GC-B cells, CNP EC30, cGMP TR-FRET; 0% at EC30 CNP, 100% saturating CNP; activation, % at 10 µM; 0.11% of 370,000 active; AID 1920062;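 active = activation at 10 µM reaching about 35% in either raw or pattern-adjusted values, limit read from the data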
ASAP1 inh – ASAP1 ArfGAP inhibition. ASAP1-stimulated ARF1 GTP hydrolysis, GDP FP detection. inhibition, % at 16.5 µM. 0.19% of 360,000 active; in the data active = inhibition above about 25%;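 note: 0% = vehicle with enzyme and substrate and 100% = no enzyme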
rCAG RNA binder – molecules binding r(CAG) RNA repeats | r(CAG) RNA repeat, TO-PRO-1 dye displacement fluorescence | AID 651821 | 1.3% of 370,000 active | inhibition, % at 3 µM;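 active = inhibition above the plate cutoff, the mean of all test compounds on that plate plus 3 SD, cut at about 35% in these data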;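 note: 0% = DMSO alone and 100% = 100 µM mitoxantrone as full dye displacement; higher means more dye released from RNA so lower well fluorescence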
NPR1 activator – GC-A (human) enzyme activation; activation, % at 10 µM; P16066; HEK293 GC-A cells, cGMP TR-FRET, EC30 ANP; 0% at EC30 ANP, 100% saturating ANP; 0.14% of 370,000 active; in the data active = activation above about 40%
KLK7 zymogen act – proKLK7 (human) activation, primary screen. P49862. purified proKLK7, EDANS-DABCYL substrate fluorescence; 100% is mature enzyme control, 0% vehicle. activation, % at 7 µM. 0.9% of 370,000 active;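 active = activation above the mean of all tested compounds plus 3 SD, computed per campaign excluding outliers beyond control limits, cut at about 13% in these data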
Target sequence (P49862 whole entry, looked up): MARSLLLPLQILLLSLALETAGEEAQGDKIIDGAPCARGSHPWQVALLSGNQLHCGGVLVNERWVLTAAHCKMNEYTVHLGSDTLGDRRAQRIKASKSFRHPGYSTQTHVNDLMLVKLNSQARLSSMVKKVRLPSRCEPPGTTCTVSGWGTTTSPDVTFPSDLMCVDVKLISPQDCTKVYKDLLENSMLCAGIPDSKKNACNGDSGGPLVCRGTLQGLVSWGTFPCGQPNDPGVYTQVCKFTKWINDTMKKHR
ADAM10 inh – inhibitors of human ADAM10 | O14672 | recombinant ADAM10, EDANS/DABCYL FRET peptide cleavage, 3 h | inhibition, % at 7 µM | 0.62% of 370,000 active;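 active = inhibition above a per-campaign cutoff equal to the mean of compounds falling between control-based bounds plus 3 SD, cut at about 20% in these data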;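 note: 0% = DMSO wells while the 100% control is not disclosed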
Target sequence (O14672 214-748 limits assumed): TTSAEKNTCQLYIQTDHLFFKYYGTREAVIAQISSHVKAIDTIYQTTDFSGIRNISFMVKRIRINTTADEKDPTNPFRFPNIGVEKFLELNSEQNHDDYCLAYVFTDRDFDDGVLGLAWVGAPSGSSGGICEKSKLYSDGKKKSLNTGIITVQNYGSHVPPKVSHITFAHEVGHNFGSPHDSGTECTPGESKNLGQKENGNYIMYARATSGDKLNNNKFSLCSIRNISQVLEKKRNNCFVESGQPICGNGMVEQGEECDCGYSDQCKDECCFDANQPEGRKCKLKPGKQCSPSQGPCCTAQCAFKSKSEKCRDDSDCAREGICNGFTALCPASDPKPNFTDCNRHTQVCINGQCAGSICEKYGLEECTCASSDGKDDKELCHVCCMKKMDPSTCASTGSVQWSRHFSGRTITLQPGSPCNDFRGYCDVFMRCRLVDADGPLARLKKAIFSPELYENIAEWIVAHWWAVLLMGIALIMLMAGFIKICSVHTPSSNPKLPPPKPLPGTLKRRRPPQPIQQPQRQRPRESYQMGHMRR
ARFGAP1 inh – inhibitors of rat ARFGAP1; inhibition, % at 16.5 µM; Q62848; AID 651572; Arfgap1-stimulated ARF1 GTP hydrolysis, GDP FP detection; 0.26% of 360,000 active;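 active = inhibition above a per-plate limit, mean inhibition of low control wells plus 3 SD, cut at about 25% in these data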;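 note: 0% = DMSO wells with enzyme and 100% = wells lacking Arfgap1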
Target sequence (Q62848 1-136 limits assumed): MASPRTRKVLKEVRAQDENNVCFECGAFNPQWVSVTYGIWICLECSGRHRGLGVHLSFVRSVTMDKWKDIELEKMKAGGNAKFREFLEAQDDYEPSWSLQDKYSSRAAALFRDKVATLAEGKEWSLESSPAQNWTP
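Assay system: Rat Arfgap1 GAP domain (His6, aa 1-136), purified enzyme | Buffer or medium: HEPES 25 mM pH 7.5, NaCl 150 mM, MgCl2, DTT | Schedule: GTP hydrolysis reaction 2 h at 25 °C | Signal: FP of antibody-bound GDP Alexa 633 tracer, ex 620/em 688 nm | Measure: Percent inhibition of Arfgap1-stimulated GTP hydrolysis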
Starred values were filed as active, the others as inactive; . = no result given; & = joins results of further samples.

Results follow in this order: GAA850 FXN act, Tn6 DDE FP, sPLA2-III inh, GC-B act, ASAP1 inh, rCAG RNA binder, NPR1 activator, KLK7 zymogen act, ADAM10 inh, ARFGAP1 inh
- N#C/C(=C\c1ccco1)C(=O)Nc1cccc2ncccc12
→ 1.8, 2, -5, -9, -12, 0, -5, 1.6, -177, -4
- CCOC(=O)c1cnn(-c2ccccc2)c1NC(=O)c1cccs1
→ 1.5, 2, -4, 2, -14, -1, 4, -0.1, -7, 6
- O=C(O)CCCn1nc(-c2ccccc2)c2ccccc21
→ -0.6, -1, 3, 1, -1, 4, -2, 0.0, -16, -1
- O=C(COC(=O)c1sc2ccccc2c1Cl)NCC1CCCCC1
→ -0.3, 11, -6, -5, 4, 0, 2, 0.0, 2, -2
- COC(=O)C1=C(C)N(CC2CCCO2)C(=O)/C1=C\c1ccc(O)cc1 (stereo not given)
→ 1.7, -3, 4, -2, 3, 6, -9, 1.8, -3, -1
- O=C/C(=C\Nc1ccccn1)c1nc2cc(Cl)ccc2o1
→ 4.7, -4, -2, -7, 10, 9, -3, -0.7, 2, 1
- CC(NC(=O)c1ccc(CS(C)(=O)=O)cc1)c1ccc(-c2ccccc2)cc1 (stereo not given)
→ 0.4, 2, -1, 5, -18, -1, -1, -0.3, -4, 1
- O=C(COC(=O)c1ccc(CO)cc1)Nc1ccc2ccccc2c1
→ 1.0, 2, -3, 4, -5, 1, 3, -0.3, -2, -1
- COC(=O)CNC(c1ccccc1)c1cc(Cl)ccc1NC(=O)c1cccc(Cl)c1 (stereo not given)
→ -0.5, -1, -6, -9, -5, -4, -20, 0.4, 7, -8
- CC(O)(C#CCN1CCCCCC1)c1ccccc1 (stereo not given)
→ 0.5, -6, -7, 3, 3, -2, 1, -0.8, 14, 6
- O=C(CSc1ccccc1)NCCSCc1ccccc1
→ 3.3, 3, -10, 2, -8, -7, -4, 0.5, 2, 5
- COc1ccc(N2CCN(CC(=O)Nc3ccccc3C(=O)NC(C)c3ccccc3)CC2)cc1 (stereo not given)
→ 1.2, -3, -2, 4, 2, 8, -3, -0.3, -2, 10
- Cc1noc(C)c1NC(=O)Nc1cccc2c1O[C@H](CN(C)C(=O)NC(C)C)[C@@H](C)CN([C@H](C)CO)C2=O
→ 1.4, -5, 1, -3, 5, -5, -1, 0.3, 2, -5
- Cc1cc(NC(=O)CCn2c(=O)sc3ccccc32)no1
→ 0.6, -5, 2, -3, 4, -2, 3, 0.3, 6, -1
- O=C(Cn1ncc(Cl)c(Cl)c1=O)N1CCN(Cc2ccccc2)CC1
→ -2.3, -7, 0, 3, 19, 5, 8, 0.2, 10, -5
- O=C(COC(=O)c1cc(S(=O)(=O)N2CCCCC2)ccc1N1CCOCC1)c1ccccc1Cl
→ 3.7, -6, 2, 13, -2, 8, 0, -0.4, -9, -2
- O=C(NC1CCCCC1)C(c1ccc(-c2ccccc2)cc1)n1c(=O)c(-c2ccco2)nc2ccccc21 (stereo not given)
→ ., -4, 12, -4, -5, 31, -6, -0.9, 4, 9
- O=C1CC(N(O)c2ccccc2)C(=O)N1Cc1ccccc1 (stereo not given)
→ 0.5, -9, 0, 4, 3, 1, -2, 0.5, 3, 8
- O=C(CCc1nc2ccccc2c(=O)[nH]1)N1CCN(S(=O)(=O)c2cc(Cl)ccc2Cl)CC1
→ 1.3, 4, -1, 2, 4, 0, -4, -0.6, -4, 0
- Cc1cccc(N(CC(=O)NC2CCCCC2)C(=O)CCCC(=O)Nc2ccccn2)c1C
→ -0.8, 3, -6, 7, -16, -1, 2, 0.2, -5, -10
- CC1=C(C#N)C(Nc2cc(C)ccn2)(C(F)(F)F)C(=O)N1 (stereo not given)
→ -1.2, 7, 4, 1, 5, -2, 3, -0.5, -2, 2
- COc1cc(C(=O)NCC(=O)NC(C)CCc2ccccc2)cc(OC)c1OC (stereo not given)
→ -1.4, 1, 0, -1, -13, -4, -1, 0.2, 7, 9
- CC(=O)N1CCCc2cc(S(=O)(=O)N3CCCC3)ccc21
→ 0.2, -3, 8, 0, 2, 0, 3, -0.4, -3, 9
- NS(=O)(=O)c1ccc(NC(=S)NC2CC2)cc1
→ -0.1, -8, 7, 0, -10, 0, 2, 0.2, 9, 0
- C=CCn1c(SCC(=O)Nc2cccc3ccccc23)nc(O)c(CC)c1=O
→ -1.0, 0, -6, -2, -16, 8, -4, 0.3, -17, 4
- Cn1c(/C=C/c2ccc(Br)cc2)nc2ccccc2c1=O
→ 2.9, 1, -2, -7, 7, 2, 0, -35, 4, -6
- CCN(CC(=O)NCCc1ccc(S(N)(=O)=O)cc1)Cc1ccccc1
→ -0.3, 8, 1, 0, 5, -3, 0, -0.1, -15, 2
- Cc1ccc(S(=O)(=O)NC(=O)C2(C)CCN2C(=O)C2(c3ccc(Cl)cc3)CC2)nc1 (stereo not given)
→ 3.9, 12, -2, 12, -17, 9, 1, 0.0, -7, -16
- CCOc1ccc(Oc2nc(NCC(C)C)nc(OC)n2)nn1
→ -0.8, -1, 3, 7, -6, 1, -1, -0.2, 8, -1
- O=C(Nc1ccnn1C1CCN(Cc2ccccc2)CC1)c1ccccc1Cl
→ -0.4, -4, 1, 2, 5, -8, 3, 0.0, -10, 6

Entries of single compounds, quoted from the list. Screens in order: GAA850 FXN act	Tn6 DDE FP	sPLA2-III inh	GC-B act	ASAP1 inh	rCAG RNA binder	NPR1 activator	KLK7 zymogen act	ADAM10 inh	ARFGAP1 inh
`CC(O)(C#CCN1CCCCCC1)c1ccccc1` (stereo not given) is entered as 0.5	-6	-7	3	3	-2	1	-0.8	14	6
`O=C(Nc1ccnn1C1CCN(Cc2ccccc2)CC1)c1ccccc1Cl` is entered as -0.4	-4	1	2	5	-8	3	0.0	-10	6
`O=C(CSc1ccccc1)NCCSCc1ccccc1` is entered as 3.3	3	-10	2	-8	-7	-4	0.5	2	5
`CCN(CC(=O)NCCc1ccc(S(N)(=O)=O)cc1)Cc1ccccc1` is entered as -0.3	8	1	0	5	-3	0	-0.1	-15	2
`O=C(CCc1nc2ccccc2c(=O)[nH]1)N1CCN(S(=O)(=O)c2cc(Cl)ccc2Cl)CC1` is entered as 1.3	4	-1	2	4	0	-4	-0.6	-4	0

The main list resumes; the two compounds before the break are reprinted first.
Results follow in this order: GAA850 FXN act, Tn6 DDE FP, sPLA2-III inh, GC-B act, ASAP1 inh, rCAG RNA binder, NPR1 activator, KLK7 zymogen act, ADAM10 inh, ARFGAP1 inh
- CCOc1ccc(Oc2nc(NCC(C)C)nc(OC)n2)nn1
→ -0.8, -1, 3, 7, -6, 1, -1, -0.2, 8, -1
- O=C(Nc1ccnn1C1CCN(Cc2ccccc2)CC1)c1ccccc1Cl
→ -0.4, -4, 1, 2, 5, -8, 3, 0.0, -10, 6
- Cc1ccc(CNn2cnnc2SCc2ccc(F)cc2)cc1
→ -3.5, 8, -11, -4, -16, -3, -5, 0.0, -2, -2
- O=C(OCC1OC(Oc2ccc(O)cc2)C(O)C(O)C1O)c1ccccc1 (stereo not given)
→ -0.2, 5, 2, -3, 6, -1, -1, -0.1, 9, 9
- O=C1c2ccccc2C(=O)N1CCCCc1cn(C[C@H]2CC[C@@H]([C@@H]3CC[C@H](Cn4cc(CCCCN5C(=O)c6ccccc6C5=O)nn4)O3)O2)nn1
→ -2.2, 8, -2, 2, -12, -9, 2, 0.2, 2, 4
- Oc1ccccc1/C=N/Nc1ccccc1
→ -0.4, 0, -5, 4, 7, 5, 7, 0.3, -6, -6
- O=C(NN=C1CCCCCC1)c1cn(-c2ccccc2)nc1-c1ccccc1
→ -1.3, -5, 6, -8, 4, 6, -4, -1.1, -4, 0
- COC(=O)[C@H](C(C)C)N1Cc2nnn(Cc3ccccc3)c2C=CS1(=O)=O
→ ., 6, 3, -7, ., 4, 3, -0.6, -1, .
- S=C(NC1CCCC1)N1CCN(c2ccc(Cl)cc2)CC1
→ 0.4, 6, 15, 4, 7, -5, 2, 1.0, -2, -8
- CCOC(=O)Nc1cccc(Cl)c1C
→ 2.1, -2, -2, 3, 10, 1, 0, 0.0, -6, 7
- Cc1ccc(C(=O)c2c(NC(=O)c3ccccc3)sc(C)c2C)cc1
→ -0.6, -7, 4, 0, -9, 2, 1, -0.2, 4, 0
- CCOc1cc(/C=N/NC(=O)c2cccc(S(=O)(=O)N3CCOCC3)c2)ccc1OCC(=O)N(C)C
→ 1.5, -2, 1, 8, 20, -4, 0, 0.7, -7, 2
- O=C1CC(C(=O)NCc2ccccc2)C2(CCCC2)O1 (stereo not given)
→ 0.9, 2, -1, 4, 5, 1, -1, 0.1, 4, -4
- Cc1sc2ncn(CC(=O)N3CCN(c4ccccc4)CC3)c(=O)c2c1S(=O)(=O)N1CCOCC1
→ 0.9, 0, -1, -2, -11, 3, -4, -0.4, 11, 3
- O=C(O)Cn1c(=O)c(F)cn(C2CCCO2)c1=O (stereo not given)
→ -0.7, 1, -1, 2, -4, 0, -4, -0.9, -9, -6
- Cc1cc(C(=O)NCc2ccccc2Cl)c2ccccc2n1
→ -1.7, -1, -1, 3, -7, 4, 4, -1.8, -5, 10
- CC(=O)Nc1cc(O)cc(O)c1
→ 2.2, -3, 12, 2, -14, -2, -1, 0.0, -4, 2
- C/C(=N/NC(=O)CCCOc1ccc(Cl)cc1Cl)c1ccc(C)o1
→ -0.2, 2, 14, -4, 14, -2, 9, -1.1, 5, -7
- CCOc1ccc(C2=Nc3ccccc3C(c3ccc(N4CCOCC4)cc3)=NN2)cc1
→ 1.9, 3, -7, -7, 5, 7, -1, -0.7, 7, 4
- CC(C)N(C(=O)COC(=O)c1ccccc1C(=O)N1CCN(c2ccc(F)cc2)CC1)C(C)C
→ -1.2, 3, 3, 7, -6, -11, 1, -0.3, 6, 1
- CCc1ccc(C(=O)NCC2COc3ccccc3O2)o1 (stereo not given)
→ 4.0, 0, 6, 3, -26, 7, 0, 1.2, -10, -1
- COc1cccc(CNC(=O)Cn2ccc3cc(S(=O)(=O)N4CCCCCC4)ccc32)c1OC
→ -0.1, -1, -15, -1, -13, 2, 5, 0.0, 5, 3
- COc1ccc(/C=C(/NC(=O)c2ccc(C)cc2)c2nc3ccccc3[nH]2)cc1OC
→ -0.7, 1, 0, 2, -2, 4, 2, -1.1, -22, -3
- CCN(CC)S(=O)(=O)c1ccc(NC2c3ccccc3C(=O)N2c2ccc(C)cn2)cc1 (stereo not given)
→ 0.0, 0, -3, -9, -16, 4, -2, 0.3, -6, -4
- COc1ccc(-n2c(Cc3cc(=O)[nH]c(=O)[nH]3)nnc2SCC(=O)N2CCC(C)CC2)cc1
→ 0.6, -3, -13, 6, 11, 0, 4, -0.3, -34, -4
- Cn1c(=NC(=O)CN2C(=O)C3CC=CCC3C2=O)sc2ccccc21 (stereo not given)
→ 0.3&4.6, -1&0, 0&5, 3&0, 0&-6, 4&2, 2&3, -0.2&0.5, -11&3, 1&3
- CCOC(=O)CSc1nc(C)c2ccccc2n1
→ 0.6, -1, 4, -3, 5, 3, 8, 0.4, -19, 8
- COc1ccc(NC(=O)N2CCN(S(C)(=O)=O)CC2)c(OC)c1
→ 2.1, 1, -5, -4, 6, 0, -2, -0.5, -1, 18
- CCCc1cc(C(=O)NCC(C)C)no1
→ 2.4, 1, 6, -2, -12, -2, 6, 0.0, -11, -1

High-throughput results as filed in PubChem BioAssay.
